# NCI-60 one-dose screen, 48 h, at 10 µM unless noted. Numbers give growth in % (100 = growth as untreated, 0 = no growth, -100 = all killed).
# EKVX: EKVX NSCLC; hit rate 3% among 71,000
# A549/ATCC: A549/ATCC NSCLC | hit rate 3.7% among 81,000 | AID 1794740
# LOX IMVI: LOX IMVI melanoma; AID 1794757; hit rate 7.4% among 79,000
# SK-MEL-5: SK-MEL-5 melanoma. hit rate 6.4% among 80,000. AID 1794755
# HOP-62: HOP-62 NSCLC. hit rate 3.9% among 80,000
# CCRF-CEM: CCRF-CEM leukemia. AID 1794778. hit rate 7% among 77,000
# HOP-92: HOP-92 NSCLC cells. hit rate 6.3% among 71,000. AID 1794738
# M14: M14 melanoma; hit rate 6.2% among 80,000; AID 1794745
# The depositor's hits bear a star; x = no result given; & = joins results of further samples; [ ] = dose if it differs, or a comment. Rule for the calls: active = growth percent below 10; inactive = the rest. This is a random part of the collection (roughly 12% active in at least one column).
compound,EKVX,A549/ATCC,LOX IMVI,SK-MEL-5,HOP-62,CCRF-CEM,HOP-92,M14
COC(=O)c1ccc2c(c1)nc(-c1cc3ccccc3[nH]c1=O)n2-c1ccc(Cl)cc1,62,62,76,78,96,49,106,85
CCCCc1nc2c(N)nc3ccccc3c2n1Cc1ccc(C(=O)NC)cc1,87,98,102,94,92,110,77,101
Cc1ccc(Nc2c(C(N)=O)cnc3ccc(C(=O)/C=C/c4ccc(N(C)C)cc4)cc23)cc1,x,97,95,99,85,102,98,109
CCCCCCNC(=O)Oc1ccc(/C(=C(\C)c2ccc(Cl)cc2)c2ccc(OCCCN(C)C)cc2)cc1,83,63,39,86,97,71,59,77
COc1ccc(C(=O)Nn2c(N)cc3ccccc3c2=O)cc1,89,107,95,96,108,98,112,110
COc1ccccc1N=Cc1ccccc1,125,106,97,106,103,x,99,105
C=C(C)CCc1nccc2ccccc12,90,108,97,95,99,122,92,108
COc1ccc(C2CC(c3cccc(Nc4ccnc5cc(Cl)ccc45)c3)=NN2c2ccc(Cl)cc2)cc1 (stereo not drawn),x,71,47,53,89,53,68,28
CC(C)(C)c1nc2c(s1)c1nc(N)ncc1c1ccc(NS(=O)(=O)c3c(F)cccc3F)c(F)c12,61,56,21,36,84,73,44,7.1*
COc1ccc(C(=O)/C=C/c2cc(OC)c(O)c([N+](=O)[O-])c2)cc1,113,99,87,94,115,106,109,100
CCCC=NCCCC,96,x,95,100,91,108,114,95
CC(C)NCC(O)COc1ccc(O)c(O)c1 (stereo not drawn),100,130,83,120,101,x,108,105
Clc1ccc(/C=C/c2cc(N3CCOCC3)c3cc(Cl)c(Cl)cc3n2)cc1,x,80,100,94,122,4.2*,97,99
COc1nc2ccc(C)cc2cc1/C=N/O,90,79,93,96,77,93,68,92
CN1CCN(CC2C(=O)C3CCC2C3)CC1 (stereo not drawn),101,90,95,100,109,87,x,98
COC(=O)C(Br)C(OC)c1ccc(OC)c(OC)c1 (stereo not drawn),105,104,99,100,105,x,85,106
CCCCCCCCCCCCCCCC/C=C\C(CC(=O)O)C(=O)O (stereo not drawn),x,105,99,103,109,98,105,97
COc1ccc(-c2ccnc(/N=C(\N)Nc3ccc(S(=O)(=O)Nc4nc(C)cc(C)n4)cc3)n2)cc1,94,105,82,97,99,97,111,112
O=C(O)C(C(=O)O)c1cccc2ccccc12,108,94,97,103,93,92,94,101
CCOC(=O)CC(=O)c1ccc(C(=O)CC(=O)OCC)cc1,96,100,105,100,90,106,107,103
CSC1=NC(c2ccc([N+](=O)[O-])cc2)C(C(C)=O)=C(C)N1 (stereo not drawn),96,98,97,102,100,96,95,101
C/C=C/C(=O)Nc1cccc(Cn2c(=O)[nH]c3ccc(Oc4ncccn4)cc3c2=O)c1,92[13.7 µM],86[13.7 µM],92[13.7 µM],90[13.7 µM],94[13.7 µM],78[13.7 µM],78[13.7 µM],101[13.7 µM]
COc1ccccc1-c1c(-c2ccccc2)c[nH]c1C(N)=O,98,94,95,108,92,92,86,113
Cc1nc2c(c3nnc(-c4ccc(Cl)cc4)n13)CC(C)c1ccccc1N2C (stereo not drawn),41,81,90,86,89,86,75,84
Clc1ccc(CN2CCO[C@H](COc3cccc(Cl)n3)C2)cc1,98,99,97,99,105,107,105,104
Fc1ccc(NCCS)cc1,101,93,92,x,100,97,103,103
O=NN(CC(=O)NNc1ccccc1)CC(=O)NNc1ccccc1,x,66,7.0*,91,88,31,89,33
O=C(COc1ncnc2sc3c(c12)CCCC3)NNC(=O)c1ccc([N+](=O)[O-])cc1,103,99,95,100,106,104,106,100
CCCCn1c(-c2cccc(O)c2)cn2c3c(=O)[nH]c(=O)n(C)c3nc12,111,102,96,94,104,83,52,105
N=C1c2ccccc2-c2ccccc21,108,102,95,102,108,85,95,107
Cc1csc(=O)[nH]1,119,92,106,106,96,99,91,x
CCCCN(CCCC)CC(O)c1ccc2cc(Cl)c3ccccc3c2c1 (stereo not drawn),89,83,80,87,72,75,54,88
O=CNc1ccc(C(=O)O)cc1,115,97,97,97,100,96,80,102
Nc1c(C(=O)Nc2cccc(Cl)c2)sc2nc3c(cc12)CN(Cc1ccccc1)CC3,82,106,83,94,90,84,81,98
CC[C@H](Nc1ncnc2nc[nH]c12)c1nc2cccc(CCCCNC(=O)NO)c2c(=O)n1-c1ccccc1,80,79,87,95,85,74,61,87
O=S(=O)(Nc1nccs1)c1ccc(Nc2nc(N3CCOCC3)c3ccccc3n2)cc1,96,104,104,99,93,99,94,105
O=C1C(c2cccc3ccccc23)=C(c2c[nH]c3ccc(Br)cc23)C(=O)N1O,94,113,92,100,97,106,80,109
CCOC(=O)C1=C(C)NC(=O)NC1c1ccc(OCC(=O)N/N=C/c2ccc(Cl)cc2)cc1 (stereo not drawn),x,77,98,97,90,92,90,95
C[Si](C)(CCl)N[Si](C)(C)CCl,108,95,98,118,106,119,x,116
c1coc(CNc2cc(Nc3ccc(OCCN4CCCCC4)cc3)ncn2)c1,98,93,99,81,98,93,91,103
COc1cc(N2C(=O)c3nccnc3C2=O)cc(OC)c1OC,104,105,106,111,96,100,90,92
COc1cc(C(=O)/C=C/c2cccc(Nc3ccnc4cc(Cl)ccc34)c2)cc(OC)c1OC,17,-39*,-86*,-45*,-77*,2.7*,16,-12*
N#Cc1c(N)nnn1Cc1cc(=O)oc2ccc3ccccc3c12,92,77,68,89,85,84,80,91
CCC(N)CO (stereo not drawn),x,102,96,100,96,102,119,102
Cc1c2ccccc2nc(CSc2ccccc2N)[n+]1[O-],72,101,96,99,86,103,81,92
COc1cc(C2C(C(=O)Nc3ccccc3)=C(C)Nc3nc4ccccc4n32)cc(OC)c1OC (stereo not drawn),87,99,100,99,105,84,95,105
Nc1ccccc1/C=C/C(=O)O,106,104,99,105,99,x,106,100
CCC(=O)c1c(O)cc(O)cc1O,101,94,103,103,100,90,x,102
CCOC(=O)c1c(N)sc2cc(OC)ccc12,98,99,102,104,98,112,112,118
Cc1ccc(N=Nc2c(O)ccc3n[nH]nc23)cc1,87,89,89,19,110,51,x,96
O=C1C=C(SCCO)C(=O)c2ccccc21,53,68,-57*,-98*,-47*,-14*,94,-86*
CCOC(=O)/C(C#N)=C/c1ccc(C#N)cc1,87,92,102,100,99,119,96,105
Cc1ccccc1C(=O)Nc1ccccc1Cl,98,101,98,108,102,109,112,106
CC(=O)C1C(=O)C(=O)N(c2ccc(Cl)c(Cl)c2)C1=O (stereo not drawn),92,113,94,107,89,115,116,94
N=c1ccn2c(n1)OC1C(O)C(CCl)OC12 (stereo not drawn),x,73,103,91,83,28,76,68
O=C1Nc2ccccc2/C1=C/c1ccc(OCC(=O)c2ccccc2)cc1,100,100,94,98,100,98,97,96
CCOc1ccc(N2C(=O)N(c3ccc(OC)cc3)C(=O)C2=S)cc1,102,83,95,100,92,85,81,98
CC(=O)c1sc2nc(-c3cc4ccccc4o3)cc(-c3ccc(Cl)cc3)c2c1N,117,115,89,105,102,104,73,95
C=C(C)COC(=N)N(CCCC)CCCC,x,99,83,110,100,x,x,97
COc1cc(OC)cc(/C(C#N)=C/c2nc3c(N4CCOCC4)nc(Cl)nc3n2C)c1,93,105,94,91,102,111,86,x

# Taken from the entries so far for reference:
compound,EKVX,A549/ATCC,LOX IMVI,SK-MEL-5,HOP-62,CCRF-CEM,HOP-92,M14
COC(=O)C(Br)C(OC)c1ccc(OC)c(OC)c1 (stereo not drawn),105,104,99,100,105,x,85,106
CCCCCCCCCCCCCCCC/C=C\C(CC(=O)O)C(=O)O (stereo not drawn),x,105,99,103,109,98,105,97

# The listing picks up, starting 7 compounds before the break.
compound,EKVX,A549/ATCC,LOX IMVI,SK-MEL-5,HOP-62,CCRF-CEM,HOP-92,M14
CC(=O)C1C(=O)C(=O)N(c2ccc(Cl)c(Cl)c2)C1=O (stereo not drawn),92,113,94,107,89,115,116,94
N=c1ccn2c(n1)OC1C(O)C(CCl)OC12 (stereo not drawn),x,73,103,91,83,28,76,68
O=C1Nc2ccccc2/C1=C/c1ccc(OCC(=O)c2ccccc2)cc1,100,100,94,98,100,98,97,96
CCOc1ccc(N2C(=O)N(c3ccc(OC)cc3)C(=O)C2=S)cc1,102,83,95,100,92,85,81,98
CC(=O)c1sc2nc(-c3cc4ccccc4o3)cc(-c3ccc(Cl)cc3)c2c1N,117,115,89,105,102,104,73,95
C=C(C)COC(=N)N(CCCC)CCCC,x,99,83,110,100,x,x,97
COc1cc(OC)cc(/C(C#N)=C/c2nc3c(N4CCOCC4)nc(Cl)nc3n2C)c1,93,105,94,91,102,111,86,x
O=C1/C(=C/c2ccccc2[N+](=O)[O-])Oc2ccc(O)c(O)c21,64,72,14,62,71,8.8*,77,55
C/C(=N/NC(N)=S)c1ccc(Nc2nc(SCCC(C)C)nc(-c3ccccc3)c2C#N)cc1,103,102,107,102,109,103,126,106
NC(CS)C(=O)O (stereo not drawn),102,95,103,x,92,100,96,103
O=C(N=c1n(-c2ccccc2)nc2n1CCN2C1=NCCN1)c1ccc(Cl)cc1,94,83,61,66,92,78,61,107
CCOP(=O)(OCC)C(NC(=O)CNC(=O)CN1C(=O)c2ccccc2C1=O)C(=O)NCc1ccccc1 (stereo not drawn),94,103,100,100,105,105,116,102
c1ccc2c(-c3nc(-c4cccc5ccccc45)c4ccccc4n3)cccc2c1,94,86,83,88,98,95,79,79
O=C(O)/C(=C\c1ccccc1[N+](=O)[O-])c1ccccc1,96,101,97,107,97,x,109,105
c1ccc([I+]c2ccccc2)cc1,x,49,43,56,53,51,x,73
Cc1cc(C)n(C(N)=NC(=O)c2ccc([N+](=O)[O-])cc2)n1,91,95,105,103,107,116,115,104
O=C(CCCCCCNC(=O)C(O)(O)C(F)(F)F)Nc1ccc(Cl)cc1,39,21,4.2*,-28*,4.4*,22,6.1*,34
Nc1nc(Cl)cc(Cl)n1,103,81,92,99,85,108,113,96
Nc1ncnc2c1c(-c1ccccc1)nn2CC(=O)N1CCCCC1,103,104,100,102,104,100,101,106
COc1nc2ccc(C)cc2cc1/C=C1/C=C(c2ccccc2)NC1=O,97,107,91,102,98,113,91,103
O=c1[nH]c(=O)c2nc3ccccc3nc2[nH]1,108,76,101,98,78,98,99,104
COCCOc1cnc2ccn([C@H](C)c3nnc4c(F)cc(-c5cnn(C)c5)cn34)c(=O)c2c1,96,66,62,47,89,71,85,92
CC1=C2[C@@H](CC1)[C@]1(C)O[C@@](C3CCCCC3)(C[C@H]1OC(=O)CO)[C@H]2OC(=O)/C=C/c1ccccc1,83,63,83,87,91,78,44,92
O=S(=O)(Nc1ccc2[nH]ccc2c1)c1cc(C(F)(F)F)cc(C(F)(F)F)c1,89,93,100,100,103,99,97,x
Cc1cc(C)c2c(c1)N1OC(C2)C[C@H]1c1cccc2ccccc12 (stereo partly drawn),87,76,88,91,81,102,x,87
C/C=C\c1cc(OC)c2c(c1)C(C)C(c1ccc(O)c(OC)c1)O2 (stereo not drawn),112,72,81,86,98,72,71,90
CC(C)C12NC(=O)NC(=O)N1CCS2 (stereo not drawn),109,106,97,105,109,101,77,106
CCN1C(=O)N(CC)C2Nn3c(s/c(=C4\C(=O)Nc5ccccc54)c3=O)=NC21 (stereo not drawn),83,55,57,42,68,36,70,15
CCCNc1ccc(S(=O)(=O)c2ccc(N)cc2)cc1,106,101,107,103,101,85,94,121
Nc1ccccc1O,111,97,84,90,119,59,89,98
Cc1cc2c(cc1Cl)C(=O)/C(=C/c1ccccc1)O2,-8.0*,-60*,x,-75*,22,4.9*,44,31
COc1ccc(CN(C2CCS(=O)(=O)C2)S(=O)(=O)c2ncsc2-c2ccccc2)cc1 (stereo not drawn),102,101,99,96,110,109,92,103
CN(C)c1ccc(C(=O)c2ccc([N+](=O)[O-])cc2)cc1,102,89,100,104,106,x,97,104
CN(C)Cc1c(OC(=O)c2ccc(N)cc2)ccc2ccccc12,96,93,98,104,103,93,x,98
COc1ccc2nc3cc(Cl)ccc3c(Cl)c2n1,50,103,90,86,98,78,x,86
O=C1C[C@@H](c2ccccc2)Oc2c(Cc3ccccc3O)c(O)c(Cc3ccccc3O)c(O)c21,90,93,93,90,105,84,64,96
CCCCCN1C=C/C(=C\C(=O)N(C)c2ccc(OC)cc2)c2ccccc21,99,94,99,97,99,107,96,106
Cc1ccc(S(=O)(=O)N(C)c2ccc3c(c2)C(=O)c2ccccc2-3)cc1,x,98,92,94,87,x,85,101
Cc1ccc(Nc2nnc(-c3cc(F)c(F)c(F)c3)o2)c(C)c1,79,43,x,96,32,95,77,82
CC=C(C(=O)OCCCCCCCC)C(=O)OCCCCCCCC,96,97,97,104,109,x,x,108
COc1ccc(Cn2c(NCCN=C(N)N)nc(=O)n(Cc3ccc(F)cc3)c2=O)cc1,x,107&108,96,100&99,86&72,87&93,83,100&98
CCOC(=O)C(CCCCS(=O)(=O)O)C(=O)OCC,x,97,105,90,107,116,92,102
Cc1ccnc(NS(=O)(=O)c2ccc(Nc3ccnc(SCC(=O)c4ccc(Cl)cc4)n3)cc2)n1,101,106,99,95,105,106,97,107
